GLP1R inv ag – GLP-1 receptor (human) inverse agonism; P43220; HEK293 GLP-1R CRE-luciferase, luminescence, 24 h; GLP-1R form is constitutively active; Potency, µM (top dose mostly 38.3 µM), for inactives: at the top dose activity change, negative = inhibition, usual class: inhibitors; 1.6% of 410,000 active; AID 624417; note: potency is the fitted concentration of half-maximal effect; % is set by controls: 0 for no effect and ±100 for the full control effect; nearly all actives have a fitted effect of over 55% in size
Target sequence (P43220 whole entry, looked up): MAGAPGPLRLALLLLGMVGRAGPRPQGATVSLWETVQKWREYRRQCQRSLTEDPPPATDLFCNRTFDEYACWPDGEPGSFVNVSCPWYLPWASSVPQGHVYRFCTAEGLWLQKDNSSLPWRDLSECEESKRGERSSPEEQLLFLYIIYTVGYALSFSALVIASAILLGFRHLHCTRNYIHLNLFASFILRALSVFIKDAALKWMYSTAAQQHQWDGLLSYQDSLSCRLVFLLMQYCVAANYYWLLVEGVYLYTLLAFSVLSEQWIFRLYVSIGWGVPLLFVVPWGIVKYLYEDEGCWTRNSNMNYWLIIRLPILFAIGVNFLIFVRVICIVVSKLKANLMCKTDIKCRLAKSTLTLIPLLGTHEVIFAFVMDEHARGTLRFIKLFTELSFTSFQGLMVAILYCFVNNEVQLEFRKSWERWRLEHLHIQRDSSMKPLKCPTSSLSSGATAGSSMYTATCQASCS
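Seeding at 200 cells/uL, 12 h culture, 24 hr compound treatment, then luciferase reagent and a luminescence read; cells are HEK293 stably expressing a constitutively active GLP-1R plus cAMP-responsive luciferase.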
GLP1R ag – agonists of human GLP-1 receptor | P43220 | HEK293 GLP-1R CRE-luciferase, luminescence, 4-6 h; cells express a hypersensitive GLP-1R form | Potency, µM (top dose mostly 45.6 µM), for inactives: at the top dose activation, usual class: activators | 0.007% of 380,000 active; note: potency is the fitted concentration of half-maximal effect; % of control where 0% means no effect
D3 antag – blocks the human D3 dopamine receptor | 2.5% of 360,000 active | P35462 | D3R cells, DiscoveRx beta-arrestin luminescence, antagonist mode; hits give low values | max response, negative = inhibition, % | AID 652054; in the data active = max response below about -50%; inconclusive = no clear call, values can overlap the other calls; note: % is set by controls: 0 for no effect and ±100 for the full control effect; mostly tested at two doses, the higher about 12 µM
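Cells plated overnight at 1500 cells/well, then exposed to library compounds with dopamine controls for 90 minutes at 37 degrees C. DiscoveRx reagent added for 30–60 minutes at room temperature; luminescence read, quantitative HTS format.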
PTHR1 ag – agonists of human PTHR1 parathyroid hormone receptor; Q03431; HEK293 GP2 PTHR1 cells, GloSensor cAMP luminescence, 1 h; Potency, µM (titrated, usually from 115 µM), for inactives: top-dose activation, most hits filed as activators; 0.075% of 410,000 active; AID 743266; note: potency is the fitted concentration of half-maximal effect; nearly all actives have a fitted effect of over 55% in size; some results filed as inactive show a strong effect at the top dose; inactives centre near -15; many of its hits are not listed in these tables
Target sequence (Q03431 whole entry, looked up): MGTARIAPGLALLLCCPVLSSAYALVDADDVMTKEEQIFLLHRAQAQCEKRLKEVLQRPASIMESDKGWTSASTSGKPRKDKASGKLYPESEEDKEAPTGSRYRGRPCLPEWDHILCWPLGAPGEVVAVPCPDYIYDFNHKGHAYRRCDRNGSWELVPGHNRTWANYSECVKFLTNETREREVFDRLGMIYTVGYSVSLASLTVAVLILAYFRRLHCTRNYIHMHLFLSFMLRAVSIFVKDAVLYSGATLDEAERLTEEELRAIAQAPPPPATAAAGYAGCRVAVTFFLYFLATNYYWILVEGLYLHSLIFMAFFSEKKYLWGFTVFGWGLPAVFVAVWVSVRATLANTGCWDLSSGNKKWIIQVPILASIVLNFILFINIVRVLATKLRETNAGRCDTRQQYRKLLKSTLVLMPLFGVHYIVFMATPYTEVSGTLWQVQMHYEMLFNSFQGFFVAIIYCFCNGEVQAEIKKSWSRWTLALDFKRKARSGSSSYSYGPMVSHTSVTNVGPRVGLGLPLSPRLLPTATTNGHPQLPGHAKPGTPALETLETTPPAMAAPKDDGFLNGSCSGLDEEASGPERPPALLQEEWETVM
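HEK-293-derived GP2 cells expressing PTHR1 and a GloSensor cAMP reporter, 3,000/well, plated overnight, given luciferin plus IBMX (each 0.5 mM as added) for 1 h at 37 °C, then compound for 1 h at 37 °C. Luminescence was read after 15 min at room temperature.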
aSyn rescue – alpha-synuclein toxicity inhibition in yeast | Yeast expressing alpha-synuclein, growth rescue, BacTiter-Glo, 24 h | Potency, µM (titrated, usually from 46.1 µM), for the others: top-dose growth rescue (activation), actives largely listed as activators | 0.14% of 370,000 active; note: potency is the fitted concentration of half-maximal effect; % of control where 0% means no effect; nearly all actives have a fitted effect of over 65% in size
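Screening used galactose-induced yeast with toxic alpha-synuclein levels, exposed to compound for 24 hr at 30 deg C. Cell growth, read with BacTiter-Glo luminescence, gave the measured signal.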
DRD3 agonist – agonists of human D3 dopamine receptor; D3R DiscoveRx beta-arrestin cells, luminescence, 90 min; max activation, %; 0.58% of 410,000 active; AID 652048; in the data active = max activation above about 30%; note: 0% is about no effect; mostly tested at two doses, the higher about 12 µM
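Agonist mode: compounds and dopamine controls were applied to plated cells for 90 min at 37 degrees C after an overnight attachment at 1500 cells/well. Luminescent read-out followed 30 - 60 minutes at room temperature with DiscoveRx detection reagent.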
TDP43 rescue – inhibitors of TDP-43 toxicity in yeast; TDP-43 expressing yeast growth rescue, BacTiter-Glo, 24 h; Potency, µM (top dose mostly 46.1 µM), for inactives: top-dose growth rescue (activation), most hits filed as activators; 1.8% of 410,000 active; AID 652104; note: potency is the fitted concentration of half-maximal effect; % of control where 0% means no effect; nearly all actives have a fitted effect of over 50% in size
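In this qHTS, compounds that restore growth of yeast expressing TDP-43 appear as activators. Cells (OD600=0.02, galactose medium, raffinose-pregrown) are incubated with compound 24 hr at 30 deg C and growth is quantified by BacTiter-Glo.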
HEK293 tox – cytotoxicity counter-screen for GLP-1 receptor inverse agonists | HEK293 cAMP-luciferase reporter cells, luminescence, 24 h | Potency, µM (highest dose often 38.3 µM), for the others: at the highest dose activity change, negative = inhibition, actives largely listed as inhibitors | 0.13% of 410,000 active | AID 624418;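 note: loss of luciferase light is scored as toxicity; potency is the fitted concentration of half-maximal effect; % is set by controls: 0 for no effect and ±100 for the full control effect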
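MLSMR compounds, 24 hr on cells at 37 deg C/5% CO2; luminescence after luciferase reagent (12 min RT). Inhibition counted as the undesired cytotoxic outcome.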
KB-V1 MDR tox – kills drug-selected multidrug resistant KB-V1 cells. Potency, µM (titrated, usually from 46.1 µM), for inactives: at the highest dose activity change, negative = cytotoxicity, actives largely listed as cytotoxic. AID 1347076. KB-V1 MDR cells viability, CellTiter-Glo, 72 h. 3.4% of 400,000 active; note: potency is the fitted concentration of half-maximal effect; % is set by controls: 0 for no effect and ±100 for the full control effect; nearly all actives have a fitted effect of over 60% in size
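Compound-treated KB-V1 multidrug-resistant cells, 72 h, 37 degrees C; viability by CellTiter-Glo. Fitted qHTS curves give the values.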
Active calls of the source: *; i = inactive; ? = inconclusive; / = not tested or not shown; [ ] = remark or other dose. Unless noted, calls come from the whole dose curve; as a rule, active = well fitted curve in the direction sought with a large enough effect; inconclusive = small, poorly fitted or top-dose-only effect, or another doubt; inactive = no such curve, though single readings can be large; an effect the other way counts as inactive or inconclusive. Only part of the results is shown; count on the stated rates, not on these rows.

Keys: A = GLP1R inv ag; B = GLP1R ag; C = D3 antag; D = PTHR1 ag; E = aSyn rescue; F = DRD3 agonist; G = TDP43 rescue; H = HEK293 tox; I = KB-V1 MDR tox
1	O=C(C1=NN[C@@H]2C(=O)N(c3cccc(C(F)(F)F)c3)C(=O)[C@H]12)c1cnccn1
  A: 17%	B: -5%	C: -7	D: 1%	E: -1%	F: 12	G: -29%	H: -3%	I: 10%
2	COc1ccc(C/C(N)=N/n2cnnc2)cc1
  A: 16%	B: 0%	C: 14	D: i	E: -8%	F: 2	G: -10%	H: 4%	I: 3%
3	CCOC(=O)c1sc(N)c(C#N)c1CSc1nc2ccc(C)cc2[nH]1
  A: 14%	B: 13%	C: -2	D: i	E: 5%	F: 2	G: 29%	H: -9%	I: -5%
4	COc1ccc(OC)c(-n2nnnc2SCC(=O)Nc2ccccc2N2CCOCC2)c1
  A: 3%	B: -1%	C: -23	D: -22%	E: 9%	F: -1	G: 23%	H: -2%	I: -3%
5	CSCC[C@H](NC(=O)CC(C)(C)C)c1nc2ccccc2[nH]1
  A: -4%	B: 11%	C: 27	D: 10%	E: -1%	F: -4	G: -19%	H: 8%	I: -18%
6	COc1ccc(/C=C/C2=NNC(=O)CC2)cc1
  A: 19%	B: 16%	C: -2	D: -11%	E: -2%	F: -11	G: -6%	H: 7%	I: 0.41µM*
7	O=C(c1ccccc1)c1cc(F)c(N2CCOCC2)cc1Cl
  A: ?	B: -2%	C: 3	D: -15%[57.5 µM]	E: -10%	F: 5	G: 22%	H: -5%	I: ?
8	Cc1cc(C)cc(OCCSc2nc3ccc(NC(=O)c4cccs4)cc3s2)c1
  A: 10µM*	B: /	C: /	D: i	E: /	F: 0	G: 12%	H: 7%	I: -10%
9	Cc1cc(-c2ccc(F)cc2)n2ncc(-c3ccccc3)c2n1
  A: -22%	B: -3%	C: 27	D: -91%	E: -1%	F: 3	G: -1%	H: 5%	I: 13%
10	O=C1CSc2ccc(C(=O)O)cc2N1
  A: 6%	B: -2%	C: 6	D: i	E: -2%	F: 4	G: -19%	H: -2%	I: ?
11	COCCCN(C(=S)Nc1cc(Cl)cc(Cl)c1)C(C)c1ccncc1 (stereo unspecified)
  A: ?	B: -4%	C: 5	D: -30%[inhibitor]	E: 1%	F: -13	G: ?	H: ?	I: ?
12	CC1(C)Cc2c(sc3ncn4nc(-c5ccco5)nc4c23)CO1
  A: 28%	B: -5%	C: 18	D: i	E: -8%	F: 1	G: -11%	H: 0%	I: -5%
13	CCOc1ccc(N(CC(=O)Nc2ccccc2Cl)S(C)(=O)=O)cc1
  A: ?	B: -4%	C: 24	D: -8%	E: -35%[inhibitor]	F: -4	G: -6%	H: -31%	I: ?
14	O=C(NCc1ccncc1)C(=O)NCC(c1ccco1)N1CCN(c2ccccc2)CC1 (stereo unspecified)
  A: ?	B: 0%	C: 8	D: i	E: 1%	F: 14	G: 0%	H: -8%	I: ?
15	CCOC(=O)N1CCN(C(=O)CCc2ccc(S(=O)(=O)NC(C)(C)C)cc2)CC1
  A: 17%	B: -4%	C: -10	D: -8%	E: 1%	F: 7	G: -2%	H: -1%	I: -8%
16	CC1CCCN(CCCNS(=O)(=O)c2ccc3c(c2)CCN3C(=O)C2CC2)C1 (stereo unspecified)
  A: ?	B: 5%	C: -17	D: i	E: 4%	F: -13	G: 9%	H: 2%	I: 8%
17	CCOC(=O)c1c(C)[nH]c(C)c1S(=O)(=O)N1CCCC(C(=O)NCc2ccc(C)cc2)C1 (stereo unspecified)
  A: -2%	B: /	C: /	D: i	E: /	F: -7	G: 0%	H: 2%	I: 0%
18	CCc1ccc(CNC(=O)C(=O)NCC2CCCO2)cc1 (stereo unspecified)
  A: 1%	B: -4%	C: 2	D: -3%	E: -1%	F: 3	G: -4%	H: 1%	I: -3%
19	O=C(Nc1ccccc1C(=O)OCc1nnc(-c2ccccc2)o1)c1ccco1
  A: 70%[activator]	B: 4%	C: -5	D: -30%[inhibitor]	E: -5%	F: -4	G: 0%	H: 22%	I: 1%
20	COc1ccc(C)cc1S(=O)(=O)n1ccnc1C
  A: -1%	B: 6%	C: 6	D: -7%	E: 5%	F: 4	G: -5%[9.22 µM]	H: -5%	I: 0%
21	COc1ccc(-c2cc(C(=O)Nc3cccc(C(C)=O)c3)no2)cc1
  A: 5%	B: -15%	C: -8	D: -1%[57.5 µM]	E: 2%	F: 4	G: -7%	H: -3%	I: -3%
22	COc1cccc(-c2csc(NC(=O)Nc3ccccc3)n2)c1
  A: ?	B: -1%	C: 19	D: -26%	E: -15%	F: -1	G: 7%	H: -3%	I: ?
23	CC(C)Sc1nnc(-c2c[nH]c3ccccc23)n1C
  A: 1%	B: -4%	C: 9	D: -55%[inhibitor]	E: -1%	F: 2	G: 16%	H: -19%	I: 9%
24	CCC(Sc1nc2ccsc2c(=O)n1-c1ccc(Cl)c(C)c1)C(=O)NCc1ccco1 (stereo unspecified)
  A: -3%	B: -4%	C: 0	D: -8%	E: 0%	F: -4	G: 12%	H: -3%	I: -5%
25	COc1cccc(-n2c(SCC(=O)Nc3cc(C)on3)nc3ccccc3c2=O)c1
  A: 0%	B: -6%	C: 4	D: -12%	E: 0%	F: 8	G: -10%	H: ?	I: -16%

Overlap with the part before: two entries, followed by the next part.
Keys: A = GLP1R inv ag; B = GLP1R ag; C = D3 antag; D = PTHR1 ag; E = aSyn rescue; F = DRD3 agonist; G = TDP43 rescue; H = HEK293 tox; I = KB-V1 MDR tox
24	CCC(Sc1nc2ccsc2c(=O)n1-c1ccc(Cl)c(C)c1)C(=O)NCc1ccco1 (stereo unspecified)
  A: -3%	B: -4%	C: 0	D: -8%	E: 0%	F: -4	G: 12%	H: -3%	I: -5%
25	COc1cccc(-n2c(SCC(=O)Nc3cc(C)on3)nc3ccccc3c2=O)c1
  A: 0%	B: -6%	C: 4	D: -12%	E: 0%	F: 8	G: -10%	H: ?	I: -16%
26	Cc1ccc(N2C(=O)c3cccc4c(N5CCN(C)CC5)ccc(c34)C2=O)c2cccnc12
  A: -30%	B: -5%	C: -22	D: -30%[57.5 µM]	E: 1%	F: -15	G: -15%	H: 277%[activator]	I: 0%
27	CC(=NNS(=O)(=O)c1ccc(C)cc1)c1ccccc1
  A: -18%	B: 5%	C: 14	D: -5%	E: 19%	F: 5	G: 13%	H: 2%	I: -5%
28	COc1ccc(Cl)cc1NS(=O)(=O)c1c(C)[nH]c(C)c1C(=O)N1CCCCC1
  A: ?	B: 2%	C: 1	D: i	E: -1%	F: 8	G: 12%	H: -21%	I: 1%
29	COc1ccc(-n2nnc3c(SCC(=O)c4ccccc4)ncnc32)cc1
  A: 0%	B: -11%	C: 47	D: -18%[57.5 µM]	E: -18%	F: 6	G: 3%	H: -8%	I: 21%
30	Cc1cn(C(=O)c2cccc(Br)c2)c(C)n1
  A: 0%	B: 16%	C: -16	D: i	E: -2%	F: 3	G: 1%	H: 10%	I: 20%
31	COc1ccc(OC/C(O)=C(\C#N)c2nc3ccccc3[nH]2)cc1
  A: 16%	B: -2%	C: -10	D: -8%[57.5 µM]	E: -1%	F: -3	G: -7%	H: 65%[activator]	I: -1%
32	O=C(CSc1nc2ccsc2c(=O)n1-c1ccccc1)N1CCCC1
  A: -8%	B: 1%	C: 23	D: -10%[57.5 µM]	E: 1%	F: 5	G: -5%	H: -16%	I: -10%
33	COc1cc(/C=C2\C(=N)N3N=C(C)SC3=NC2=O)cc(Cl)c1OCCOc1ccc(NC(C)=O)cc1
  A: 5%	B: 3%	C: 46	D: i	E: 8%	F: 1	G: 6%	H: -4%	I: -9%
34	CC(=O)Nc1ccc(C(=O)OCC(=O)N2CCC(Cc3ccccc3)CC2)cc1
  A: -12%	B: -7%	C: 3	D: -22%	E: 1%	F: 7	G: -1%	H: 7%	I: -9%
35	Cc1cccc(C)c1NC(=O)CN(C)C(=O)CN1C(=O)NC(C)(C)C1=O
  A: -8%	B: 1%	C: -27	D: i	E: -2%[1.84 µM]	F: 0	G: 1%	H: 7%	I: ?
36	CCN(CC)S(=O)(=O)c1ccc(C(=O)Nc2nnc(CSC)o2)cc1
  A: 23%	B: -2%	C: 2	D: i	E: 1%	F: 8	G: 14%	H: -1%	I: ?
37	CCN1C(=O)[C@H]2[C@@H](c3ccc(Cl)cc3)N3C(=O)CN(CCOC)C(=O)[C@@]3(Cc3ccccc3)[C@H]2C1=O
  A: 5%	B: -5%	C: 7	D: 7%	E: -4%	F: -9	G: -8%	H: 18%	I: -2%
38	Cc1ccc(Nc2nc(N)nc(CSc3nc(C)cc(C)n3)n2)cc1
  A: 160%[activator]	B: 14%	C: 20	D: i	E: -1%	F: 3	G: 13%	H: 6%	I: ?
39	NC(=O)C1CCCN(C(=O)c2ccc(Cl)c(S(=O)(=O)N3CCc4ccccc43)c2)C1 (stereo unspecified)
  A: 2%	B: 4%	C: 22	D: -41%[inhibitor]	E: -3%	F: 2	G: -6%	H: 6%	I: 26%
40	Cc1ccc(NC(=O)CCC(=O)OCC(=O)c2ccc(-c3ccccc3)cc2)cc1
  A: 0%	B: -16%	C: 14	D: i	E: -2%	F: -10	G: 1%	H: 11%	I: 9%
41	CCOC(=O)C1=CCN(S(=O)(=O)c2ccc(C)cc2)C1c1ccc(C(C)C)cc1 (stereo unspecified)
  A: ?	B: 8%	C: -22	D: i	E: -3%	F: -5	G: 10%	H: 2%	I: -36%
42	COc1ccc(-c2ccc3c(c2)O[C@@H](CN(C)C(=O)c2ccccc2F)[C@@H](C)CN([C@@H](C)CO)S3(=O)=O)cc1
  A: 51%[activator]	B: 4%	C: 5	D: i	E: 0%	F: 0	G: 4%	H: -6%	I: -14%

Assay outcomes: PubChem, National Center for Advancing Translational Sciences (NCATS)
